EBV gp42 block – inhibitors of Epstein-Barr virus glycoprotein 42; Q1HVG2; Fluorescence polarization binding assay, mP read-out; inhibition, % (tested at 21.74 µM); 220,000 tested, 0.42% active; AID 1085; in the data active = inhibition above about 50%
Tb hexokinase – T. brucei hexokinase 1 inhibition | AID 1430 | 220,000 tested, 0.11% active | recombinant TbHK1, G6PDH-coupled NADH A340 | inhibition, % at 10 µM;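 active = inhibition of 50% or more in the single-dose primary screen; inactive = inhibition below 50%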
Runt-SMMHC FRET – Runt domain-CBFb-SMMHC interaction inhibition. Q01196+Q13951. Cerulean-Runt/Venus-CBFb-SMMHC FRET ratio 530/480, 1 h. inhibition, % at 20 µM. 220,000 tested, 0.74% active. AID 1434;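 active = mean inhibition across duplicate retests at 20 µM reaching about 50%, limit read from the data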;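 note: 0% = DMSO wells and 100% = wells with excess untagged CBFb-SMMHC; inhibitors lower the FRET ratio by blocking Runt binding to CBFb-SMMHC; some results filed as inactive read as strong as hits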
NCF1 inh – blocks human p47phox regulatory protein of NADPH oxidases; p47phox/p22phox peptide binding, fluorescence polarization, 2 h; inhibition, % at 24.7 µM; 220,000 tested, 0.53% active; AID 1274;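 active = inhibition above about 30%, limit read from the data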;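 note: 0% = p47phox with labelled peptide and 100% = labelled peptide alone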
RBBP9 inh – human RBBP9 hydrolase inhibition; O75884; recombinant RBBP9, FP-Rh probe fluorescence polarization; inhibition, % at 7.94 µM; 220,000 tested, 0.2% active; AID 1515;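 active = inhibition above the campaign mean of all tested compounds plus 3 SD, cut at about 14% in these data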;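 note: plate controls were DMSO wells with RBBP9 for no effect and wells lacking RBBP9 protein for full effect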
Target sequence (O75884 whole entry, looked up): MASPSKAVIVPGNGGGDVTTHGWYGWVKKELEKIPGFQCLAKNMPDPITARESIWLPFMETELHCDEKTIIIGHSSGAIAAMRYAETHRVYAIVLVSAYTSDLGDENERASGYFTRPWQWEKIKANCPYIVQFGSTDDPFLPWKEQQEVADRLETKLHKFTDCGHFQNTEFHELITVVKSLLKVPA
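Controls: DMSO-treated enzyme wells and wells lacking RBBP9 | Material: RBBP9 protein | Technique: Fluorescence polarization | Replication: Single well per compound, no replicates | Buffer or medium: Tris-NaCl-Pluronic buffer, pH 8.0 | Timing: 30 min compound preincubation, 45 min probe labeling, 25 °C | Read-out basis: Percent inhibition from mP, scaled between DMSO and no-protein wells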
Calpain2 inh – blocks pig calpain II enzyme activity | purified calpain II, fluorogenic peptide substrate, 30 min | inhibition, % at 16 µM | 220,000 tested, 0.37% active | AID 1236;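 active = inhibition above about 50%, limit read from the data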
p97 inhibitor – inhibitors of human p97 ATPase; P55072; recombinant p97 ATPase, Kinase-Glo ATP luminescence, 3 h; inhibition, % at 8 µM; 220,000 tested, 0.42% active; in the data active = inhibition above about 15%;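 note: 0% = DMSO vehicle and 100% = wells lacking enzyme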
Target sequence (P55072 whole entry, looked up): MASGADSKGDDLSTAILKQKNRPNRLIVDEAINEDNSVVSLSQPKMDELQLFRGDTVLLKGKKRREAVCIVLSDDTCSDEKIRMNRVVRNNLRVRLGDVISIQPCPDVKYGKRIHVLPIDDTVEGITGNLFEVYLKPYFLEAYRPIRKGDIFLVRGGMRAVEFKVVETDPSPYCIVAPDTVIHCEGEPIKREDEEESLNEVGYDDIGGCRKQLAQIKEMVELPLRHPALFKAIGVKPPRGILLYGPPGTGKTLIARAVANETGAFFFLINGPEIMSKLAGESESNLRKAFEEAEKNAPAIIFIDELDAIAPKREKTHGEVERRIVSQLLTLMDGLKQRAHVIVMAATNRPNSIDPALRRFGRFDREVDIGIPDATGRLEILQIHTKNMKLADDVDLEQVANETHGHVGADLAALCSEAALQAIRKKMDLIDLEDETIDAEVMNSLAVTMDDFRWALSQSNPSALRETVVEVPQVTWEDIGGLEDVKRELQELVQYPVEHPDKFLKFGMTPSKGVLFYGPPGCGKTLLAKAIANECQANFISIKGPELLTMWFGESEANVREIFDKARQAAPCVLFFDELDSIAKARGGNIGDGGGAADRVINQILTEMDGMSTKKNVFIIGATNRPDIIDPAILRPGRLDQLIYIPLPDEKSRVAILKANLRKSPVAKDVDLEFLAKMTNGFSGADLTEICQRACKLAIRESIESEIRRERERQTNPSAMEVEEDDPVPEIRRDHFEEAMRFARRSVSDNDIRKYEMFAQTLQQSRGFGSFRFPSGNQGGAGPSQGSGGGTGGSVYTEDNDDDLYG
Runt-CBFb FRET – blocks binding of human RUNX1 Runt domain to CBFb | Q01196+Q13951 | Cerulean-Runt/Venus-CBFb FRET ratio 530/480, 1 h | inhibition, % at 20 µM | 220,000 tested, 0.46% active | AID 1496;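 active = inhibition over about 50% at 20 µM in the single-dose screen, limit read from the data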;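 note: 0% = DMSO wells and 100% = excess unlabeled CBFb competitor control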
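Assay system: Cerulean-Runt domain fusion protein, energy donor; Signal: fluorescence energy transfer, 422 nm excitation, 530/480 nm emission; Timing: 1 h compound exposure, room temperature; Control set: unlabeled CBFb; Medium: Tris buffer pH 7.5 with salts and BSA; Compound: single test concentration of 20 µM, 1% DMSO final; Probe or stimulus: Venus-CBFb 100 nM.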
Furin inh – blocks human furin protease activity; P09958; purified furin, fluorogenic substrate cleavage; inhibition, % at 30 µM; 220,000 tested, 0.061% active; AID 463115; in the data active = inhibition above about 25%; note: inactives centre near -15
* marks the source's active call; other numbers are inactive results; i = inactive; nt = not tested or not shown; & = joins results of further samples; [ ] = dose if it differs, or a comment.

1) O=C(Cc1ccc(Br)cc1)NNC(=O)Nc1ccc(Cl)cc1
2) O=C(OC(c1ccc(NS(=O)(=O)c2ccccc2)cc1)(C(F)(F)F)C(F)(F)F)c1ccccc1
3) CC(C)CCNC(=O)Cn1c(=O)oc2cc(S(=O)(=O)N3CC(C)CC(C)C3)ccc21 (stereo not drawn)
4) Cc1cccc(C)c1NC(=O)C[N+](C)(C)CC(O)COc1cccc2ccccc12 (stereo not drawn)
5) Cc1ccccc1N1C(=O)N(c2cccc(C(F)(F)F)c2)C2CS(=O)(=O)CC21 (stereo not drawn)
6) Oc1ccccc1/C=N/c1c(-c2ccco2)nc2ccccn12
7) O=C(/C(C=Nc1ccc(F)cc1)=C(/O)c1ccco1)C(F)(F)F
8) Cc1ccsc1-c1nc(CN2C[C@@H](C)O[C@@H](C)C2)c(C)o1
9) O=C(Cc1ccc(Br)cc1)N1CCN(c2ccccc2O)CC1
10) COc1ccc2nc(C)cc(SCC(=O)O)c2c1

Screen / compound no.	1	2	3	4	5	6	7	8	9	10
RBBP9 inh	-2	-17	-7	1	-11	-3	0	-8	-3	3&-6
Runt-CBFb FRET	0	-4	-1	-2	-1	-6	-1	0	2	0&2
Calpain2 inh	-23	39	16	-35	-20	i	13	8	-1	13&12
EBV gp42 block	-9	5	-14	-6	-8	14	-10	1	3	-1&-8
NCF1 inh	-22	-11	-12	1	-11	-17	-20	-4	-13	-2&-5
Furin inh	-24	6	-25	-13	2	-21	-4	-8	-21[20 µM]	-5
Tb hexokinase	0	21	-6	13	10	-17	-35	2	-5	-20&-11
Runt-SMMHC FRET	2	0	2	-1	0	-33	3	4	2	3&2
p97 inhibitor	2	1	-4	4	-4	5	10	-4	-4	-2&3

11) COc1c(Br)cc(C(N)=O)cc1OCc1ccccc1
12) CCOC(=O)N1CCN(C(=O)CSc2ccc(Cl)cc2)CC1
13) COc1ccc(NC2=C(c3ccc(OC)cc3)C(=O)c3ccccc32)cc1
14) CCNc1nc(NC#N)nc(SCC(=O)OCC)n1
15) Cc1cc(=O)[nH]c(SCCCOc2ccc3c(c2)CCC3)n1
16) Cc1cc(NC(=O)C2CCCN2C(=O)Nc2c(C)cccc2C)ccc1-n1cnnn1 (stereo not drawn)
17) COc1ccc(NC(=O)c2ccc(OC(F)F)cc2)cc1Cl
18) Cc1ccc(-c2nc3cnccn3c2Nc2c(C)cccc2C)o1
19) COC(=O)c1ccc(COC(=O)CNC(=O)c2ccco2)cc1
20) COC(=O)c1nnc(-c2ccccc2)c(-c2ccccc2)n1

Screen / compound no.	11	12	13	14	15	16	17	18	19	20
RBBP9 inh	-8	0	3	-1	2	-8	-4	-7	0	0
Runt-CBFb FRET	1	-3	-4	0	1	1	2	-3	3	-2
Calpain2 inh	14	-8	30	20	3	-10	7	-460	-53	10
EBV gp42 block	7	0	-8	-4	-16	-7	1	21	-9	-14
NCF1 inh	-20	4	-16	1	-5	-15	2	19	-18	3
Furin inh	-2	-17	-14	-13	-19[20 µM]	-22[20 µM]	-21	-6	-17[20 µM]	-17
Tb hexokinase	32	2	1	3	29	6	2	-14	-2	-7
Runt-SMMHC FRET	-1	1	-5	4	-1	-2	2	-47	3	-2
p97 inhibitor	-4	-3	-7	1	-2	2	2	-1	5	2

21) COc1ccccc1-n1cnnc1SCc1csc(-c2ccccc2)n1
22) O=C(Nc1ccccc1)Nc1nnc(Cc2ccc([N+](=O)[O-])cc2)s1
23) CCOC(=O)c1[nH]ncc1CN1CCC(Cc2ccccc2)(C(=O)OCC)CC1
24) CCOC(=O)c1c(NC(=O)Cn2nnc3ccccc32)sc2c1CCC(C)C2 (stereo not drawn)
25) CCN(c1ccccc1)S(=O)(=O)c1cccc(C(=O)OCc2nc3sc(C)c(C)c3c(=O)[nH]2)c1
26) O=C(NCC(F)(F)F)Nc1ncccn1
27) CCOC(=O)N1CCN(C(=O)C2CCN(C(=O)c3cc4sccc4n3CC)CC2)CC1
28) Cc1cc(CN2CCN(CCC#N)CC2)c(O)c(C2(C)CCCCC2)c1
29) CCCC[C@@H]1CNC(=S)N1CCCc1cc(OC)c(OC)c(OC)c1
30) COc1ccc(/C=C/C(=O)c2ccc[nH]2)c(OC)c1OC

Screen / compound no.	21	22	23	24	25	26	27	28	29	30
RBBP9 inh	5	-4	9	-4	1	-3	-3	-12	0	-5
Runt-CBFb FRET	0	-1	2	-2	-2	-2	-3	-2	-1	-2
Calpain2 inh	4	13	-13	-6	13	-18	-23	-27	4	1
EBV gp42 block	-15	-28	0	-10	-81	-21	-17	-4	-1	-17
NCF1 inh	-11	9	-13	-7	-53	1	-13	-16	-2	0
Furin inh	-20[20 µM]	-17	-21	-29	-20	-5	-16	-12[20 µM]	-37	2[20 µM]
Tb hexokinase	-4	3	-1	-7	2	-3	-6	-3	0	-41
Runt-SMMHC FRET	2	-6	3	-3	-5	0	4	-8	1	3
p97 inhibitor	2	7	1	3	5	5	0	-10	6	2

31) OC(COCCC12CC3CC(CC(C3)C1)C2)CN1CCCCC1 (stereo not drawn)
32) Cc1ccc(-c2noc(CN3CCC(C(N)=O)CC3)n2)cc1
33) COc1ccccc1-n1c(-c2ccc(NS(C)(=O)=O)cc2)n[nH]c1=S
34) O=S(=O)(c1cccc(C(F)(F)F)c1)N1CCN(c2cnccn2)CC1
35) CCCCN(C)C(=O)CS(=O)(=O)Cc1nc(-c2cccc(OC)c2)oc1C
36) CN(CC(=O)Nc1ccccc1[N+](=O)[O-])Cc1ccc(Br)cc1
37) COC(=O)c1c(NC(=O)CN2CCN(c3ccccc3)CC2)c2c(C)cccc2n1C
38) CCn1c(SCc2nc3cc(OC)c(OC)cc3c(=O)[nH]2)nc2ccccc21
39) Fc1ccc(-c2nc3c(Cl)cc(C(F)(F)F)cn3c2Cl)cc1
40) COc1ccc(N=C2SC(CC(=O)Nc3ccccc3)C(=O)N2CCN2CCOCC2)cc1 (stereo not drawn)

Screen / compound no.	31	32	33	34	35	36	37	38	39	40
RBBP9 inh	-1	-4	-9	-4	-5	-3	-4	-2	0	-5
Runt-CBFb FRET	3	-1	13	-3	-1	-1	-1	-4	-2	0
Calpain2 inh	28	-5	-42	-38	3	12	-45	-35	-35	4
EBV gp42 block	-3	1	-12	-13	5	5	-3	-1	35	1
NCF1 inh	4	0	-16	-8	-6	-11	-10	-11	-13	-12
Furin inh	-26[20 µM]	-20	-12[20 µM]	-30	-12	-7	-2	-35	0[20 µM]	2
Tb hexokinase	0	5	-8	-3	-4	-2	-6	-2	1	8
Runt-SMMHC FRET	1	3	6	3	-2	-5	-53	-11	-4	2
p97 inhibitor	1	5	1	1	-5	-2	-3	3	-7	-5

Single records, from the list above. Order of values: RBBP9 inh	Runt-CBFb FRET	Calpain2 inh	EBV gp42 block	NCF1 inh	Furin inh	Tb hexokinase	Runt-SMMHC FRET	p97 inhibitor
Cc1ccc(-c2noc(CN3CCC(C(N)=O)CC3)n2)cc1 reads -4	-1	-5	1	0	-20	5	3	5
CCCCN(C)C(=O)CS(=O)(=O)Cc1nc(-c2cccc(OC)c2)oc1C reads -5	-1	3	5	-6	-12	-4	-2	-5
CCn1c(SCc2nc3cc(OC)c(OC)cc3c(=O)[nH]2)nc2ccccc21 reads -2	-4	-35	-1	-11	-35	-2	-11	3
COc1ccccc1-n1c(-c2ccc(NS(C)(=O)=O)cc2)n[nH]c1=S reads -9	13	-42	-12	-16	-12[20 µM]	-8	6	1

Records 36 to 39 of the list above:
36) CN(CC(=O)Nc1ccccc1[N+](=O)[O-])Cc1ccc(Br)cc1
37) COC(=O)c1c(NC(=O)CN2CCN(c3ccccc3)CC2)c2c(C)cccc2n1C
38) CCn1c(SCc2nc3cc(OC)c(OC)cc3c(=O)[nH]2)nc2ccccc21
39) Fc1ccc(-c2nc3c(Cl)cc(C(F)(F)F)cn3c2Cl)cc1

Screen / compound no.	36	37	38	39
RBBP9 inh	-3	-4	-2	0
Runt-CBFb FRET	-1	-1	-4	-2
Calpain2 inh	12	-45	-35	-35
EBV gp42 block	5	-3	-1	35
NCF1 inh	-11	-10	-11	-13
Furin inh	-7	-2	-35	0[20 µM]
Tb hexokinase	-2	-6	-2	1
Runt-SMMHC FRET	-5	-53	-11	-4
p97 inhibitor	-2	-3	3	-7

Next records
41) O=C(NNC(=O)c1ccco1)c1cccc([N+](=O)[O-])c1
42) CS(=O)(=O)Nc1ccc(S(=O)(=O)N2CCOCC2)cc1
43) CN(C)S(=O)(=O)c1cc([N+](=O)[O-])ccc1N1CCCCCC1
44) Cc1ccc(NCc2n[nH]c(=S)n2-c2cccc(Cl)c2)cc1
45) O=[N+]([O-])c1ccc(/C=N/Nc2cc(Cl)nc(-c3ccccc3)n2)cc1
46) Cc1ccc(NC(=O)CN(C)CC(=O)Nc2ccc(N3CCOCC3)cc2)cc1F
47) COc1cc(NS(=O)(=O)c2ccc(NC(=O)c3ccco3)cc2)nc(OC)n1
48) FC(F)(F)c1cccc(NC(=S)N2CCN(c3ccccc3)CC2)c1
49) Cc1ccc(-n2c(N)c(C(=O)Nc3c(C)n(C)n(-c4ccccc4)c3=O)c3nc4ccccc4nc32)cc1C
50) O=C(CSc1nnc(-c2c[nH]c3ccccc23)o1)N1CCCCC1

Screen / compound no.	41	42	43	44	45	46	47	48	49	50
RBBP9 inh	-8	-10	-10	-9	-11	-2	4	0	-13	-4
Runt-CBFb FRET	4	2	nt	7	-2	3	1	6	-5	1
Calpain2 inh	8	-13	nt	-35	3	14	13	4	-69	-4
EBV gp42 block	-3	-7	nt	-6	-25	-9	-10	-29	33	-18
NCF1 inh	-3	-15	nt	-17	-46	-5	-10	-8	-39	-22
Furin inh	-27[20 µM]	-3	2[20 µM]	-31	-10[20 µM]	-28	-11[20 µM]	-11	-7	-27
Tb hexokinase	-6	0	-6	-3	-9	-3	6	32	-7	5
Runt-SMMHC FRET	-1	-4	-6	17	-9	-5	-1	6	5	4
p97 inhibitor	3	4	-6	2	3	1	3	2	6	2

51) O=C(O)CCC(=O)NC(c1ccccc1)c1ccccc1
52) Cc1ccc(C(C)C)c(OCc2ccc(C(=O)N/N=C/c3ccc(C(=O)O)cc3)cc2)c1
53) Cn1nnnc1SCc1nnc(-c2ccc(F)cc2)o1
54) CCCN(CCO)Cc1ccc(Cl)c(Cl)c1
55) CCS(=O)(=O)c1ccc(C(=O)Nc2ccccc2OC)c(Cl)c1Cl
56) CC(C)N1C(=O)/C(=C\c2nc3ccccc3c(=O)n2-c2ccccc2)c2ccccc21
57) CCCCNC(=O)c1onc(CSc2cc(C)ccc2C)c1C(=O)O
58) CCC(=O)NC(=S)Nc1ccc(NC(=O)CC)cc1
59) C=CCn1c(O)c(N=NC(=O)CNC(=O)c2cccs2)c2ccccc21

Screen / compound no.	51	52	53	54	55	56	57	58	59
RBBP9 inh	-7	-10	-5	4	-4	-11	-2	-2	-4
Runt-CBFb FRET	3	5	3	-2	1	-3	0	-2	-2
Calpain2 inh	-27	-32	-19	-19	-12	-15	-14	27	11
EBV gp42 block	-1	1	-4	-5	-1	4	1	6	-8
NCF1 inh	0	-29	-9	0	-5	0	-7	6	-4
Furin inh	-21	-32	-18[20 µM]	-19[20 µM]	-22	-11	-22[20 µM]	-23	-9
Tb hexokinase	1	-7	-5	3	0	-7	2	-3	3
Runt-SMMHC FRET	-4	6	-2	0	3	0	3	-18	4
p97 inhibitor	3	-2	1	4	2	-8	0	-5	1

From PubChem BioAssay
